Source: PubChem (Sanford-Burnham Center for Chemical Genomics)
hIAP act: increases human intestinal alkaline phosphatase activity; 330,000 tested, 0.16% active; AID 2524; P09923; purified human IAP, CDP-Star luminescence, 30 min; active compounds read high; 1 = vehicle-only enzyme, 0 = enzyme-free background; activation factor at 10 µM;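 active = activation factor of the enzyme at least 2-fold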; also: the source names both 10 and 20 µM as test concentration; values of inactives mirror those of a sister screen read the other way
mIAP inh: blocks mouse intestinal alkaline phosphatase; purified mouse IAP, CDP-Star luminescence, 30 min; inhibition, % at 10 µM; 330,000 tested, 0.2% active; AID 2806;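 active = inhibition of at least 40% at 10 µM in the primary screen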;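 also: plate controls were DMSO with enzyme for no effect and no enzyme wells for full effect; values of inactives mirror those of a sister screen read the other way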
beta cell repl: MIN6 beta-cell proliferation induction | AID 2380 | 330,000 tested, 0.29% active | proliferation, % at 10 µM | MIN6 cells proliferation, ATPlite luminescence, 48 h; cells starved in 0.2% serum; 100% = growth in 10% serum;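 active = compounds whose signal lies at least 3.5 SD above the mean of all wells on their plate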;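 also: 0% = DMSO-treated cells in low-serum medium and 100% = 10% serum control; some compounds called inactive have numbers as strong as hits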
MPTP block: blocks calcium-induced mitochondrial swelling | isolated mouse mitochondria, Ca2+ swelling absorbance, 30 min | inhibition, % at 10 µM | 360,000 tested, 1.4% active | AID 602449;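 active = inhibition of 50% or more, scaled per plate between neutral and stimulator controls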;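 also: 0% = DMSO wells given calcium and 100% = 1 mM EGTA wells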
APOBEC3G inh: inhibitors of human APOBEC3G DNA deaminase; 330,000 tested, 0.28% active; inhibition, % at 20 µM; AID 493012; recombinant A3G, ssDNA deamination FAM/TAMRA fluorescence; Q9HC16;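 active = inhibition of at least 40% at 20 µM, with no more than 30% in the related APOBEC3A deaminase screen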;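 also: plate controls were DMSO wells with A3G for no effect and wells lacking A3G enzyme for full effect; some compounds called inactive have numbers as strong as hits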
Target sequence (Q9HC16 whole entry, looked up): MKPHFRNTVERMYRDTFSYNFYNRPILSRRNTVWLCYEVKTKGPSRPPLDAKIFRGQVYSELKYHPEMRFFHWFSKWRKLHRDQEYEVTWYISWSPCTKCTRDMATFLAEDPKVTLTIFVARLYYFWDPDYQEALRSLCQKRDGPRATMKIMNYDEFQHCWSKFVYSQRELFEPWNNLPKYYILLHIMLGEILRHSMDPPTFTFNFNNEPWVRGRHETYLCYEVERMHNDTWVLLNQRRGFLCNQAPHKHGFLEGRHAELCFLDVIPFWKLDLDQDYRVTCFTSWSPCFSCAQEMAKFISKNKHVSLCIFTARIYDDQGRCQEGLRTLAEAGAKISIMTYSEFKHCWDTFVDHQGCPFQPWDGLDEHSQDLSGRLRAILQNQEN
mIAP activ: increases mouse intestinal alkaline phosphatase activity; muIAP, CDP-Star luminescence, 30 min; active compounds read high; 1 = vehicle-only enzyme signal, 0 = enzyme-free wells; activation factor at 10 µM; 330,000 tested, 0.24% active;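 active = activation factor of at least 2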; also: the source names both 10 and 20 µM as test concentration; values of inactives mirror those of a sister screen read the other way
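Assay system: mouse IAP enzyme / Compound: DMSO-dissolved test compounds / Timing: 30 min, room temperature / Measured by: luminescence from enzymatic CDP-Star hydrolysis / Control set: DMSO-only wells, enzyme-free buffer wells as negative control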
ATG4B inhibitor: ATG4B (human) cysteine protease inhibition. Q9Y4P1. ATG4B cleavage of LC3-PLA2, NBD-HPC fluorescence, 1 h. inhibition, % at 8.33 µM. 340,000 tested, 0.51% active. AID 504462; in the data active = inhibition above about 40%
Target sequence (Q9Y4P1 whole entry, looked up): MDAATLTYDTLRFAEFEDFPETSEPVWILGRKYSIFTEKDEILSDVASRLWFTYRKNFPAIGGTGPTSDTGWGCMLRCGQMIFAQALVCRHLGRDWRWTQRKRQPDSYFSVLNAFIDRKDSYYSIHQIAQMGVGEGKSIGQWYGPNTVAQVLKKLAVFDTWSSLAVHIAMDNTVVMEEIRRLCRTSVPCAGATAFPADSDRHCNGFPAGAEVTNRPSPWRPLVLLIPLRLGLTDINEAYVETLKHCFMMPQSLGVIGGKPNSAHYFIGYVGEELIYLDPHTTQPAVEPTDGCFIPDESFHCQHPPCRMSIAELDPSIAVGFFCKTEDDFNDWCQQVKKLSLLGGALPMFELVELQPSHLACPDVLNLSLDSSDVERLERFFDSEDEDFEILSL
A3A deaminase: human APOBEC3A DNA deaminase inhibition. 330,000 tested, 0.41% active. AID 493011. inhibition, % at 20 µM. recombinant A3A, FAM/TAMRA ssDNA deamination fluorescence. P31941;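 active = at least 40% inhibition at 20 µM here, with at most 30% in a related deaminase screen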;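 also: plate controls were A3A with DMSO for no effect and wells lacking A3A enzyme for full effect; some results filed as inactive read as strong as hits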
hIAP block: human IAP inhibition; 330,000 tested, 0.12% active; inhibition, % at 10 µM; AID 2544; P09923; purified IAP, CDP-Star luminescence, 30 min;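 active = inhibition reaching a set limit with compound at 10 µM in the primary screen, cut at about 35% in these data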;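 also: plate controls were DMSO wells with enzyme for no effect and no-enzyme buffer wells for full effect; values of inactives mirror those of a sister screen read the other way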
An asterisk follows results filed as active. Not a hit list. Share with any hit: about 3.3%.

Values run as follows: hIAP act, mIAP inh, beta cell repl, MPTP block, APOBEC3G inh, mIAP activ, ATG4B inhibitor, A3A deaminase, hIAP block
- O=S(=O)(c1ccccc1)c1nc(-c2ccccc2)oc1N1CCOCC1
  0.86, -3, 0, -0.4, -5, 1, -3, -2, 14
- S=C1NC2CCCCC2N1 (configuration not stated)
  0.98, 0, -4, -0.1, -9, 1, -7, -5, 2
- CC(C)Oc1ccc(S(=O)(=O)N2CCCCC2)cc1NC(=O)CC1OC(=O)c2ccccc21 (configuration not stated)
  0.97, 16, 2, -2.0, -5, 0.84, 14, 5, 3
- O=C1c2ccccc2NC(c2ccc(O)c(O)c2)N1c1ccccc1Cl (configuration not stated)
  0.76, 5, 1, 0.1, -6, 0.95, -6, -3, 24
- COc1ccc(CC(=O)NCC2CCCN(Cc3ccc(SC)cc3)C2)cc1 (configuration not stated)
  0.98, -13, 1, -0.3, -2, 1.1, 9, -5, 2
- COc1ccc(OCC(=O)Nc2ccc3c(c2)OCO3)cc1
  1, 1, -4, -0.2, -9, 0.99, 2, -1, 0
- CN1CCN(C(=O)/C=C/c2ccc([N+](=O)[O-])o2)CC1
  1, 4, -4, -0.6, -9, 0.96, -3, -5, 0
- O=C(O)c1ccc(S(=O)(=O)NCc2cccnc2)cc1
  0.92, -3, 0, -0.8, -5, 1, 7, -2, 8
- O=c1nc(-c2ccccc2)cc(C(F)(F)F)[nH]1
  0.93, -5, 0, -0.3, -6, 1, -5, -3, 7
- Cc1cccc(N(CC(=O)NC(C)(C)C)C(=O)CS(=O)CC(=O)Nc2ccc(F)cc2)c1 (configuration not stated)
  1.1, 7, -1, -0.5, -8, 0.93, -11, 1, -7
- O=C(c1ccc([N+](=O)[O-])cc1[N+](=O)[O-])N1CCc2ccccc21
  0.88, 0, -1, -0.2, -5, 1, 2, -5, 12
- Cc1nn(C)cc1/C=C(/C#N)C(N)=O
  0.96, 9, 0, 0.8, -9, 0.91, 2, -5, 4
- CCC(C)NCC(O)COCc1ccc(Cl)cc1 (configuration not stated)
  1.2, -8, 1, -1.2, -7, 1.1, 5, -4, -22
- NS(=O)(=O)c1ccc(NCC2COc3ccccc3O2)c([N+](=O)[O-])c1 (configuration not stated)
  1.1, 8, 0, -1.6, -5, 0.92, 5, -2, -7
- CC1CCN(C(=O)Cn2cc(C(=O)c3ccco3)c3ccccc32)CC1
  1, -3, -3, 0.4, -5, 1, 9, -2, 0
- O=C1CNC(=S)N1CCc1ccccc1Cl
  1.1, -6, -2, 1.3, -4, 1.1, -4, 3, -8
- COC(=O)c1cc(S(=O)(=O)NCCCN2CCCC2=O)cn1C
  0.89, 9, 3, -0.8, 3, 0.91, 0, -1, 11
- CCC1CCC(C(=O)NC(CCSC)C(=O)NCCc2ccc(S(N)(=O)=O)cc2)CC1 (configuration not stated)
  1.1, -14, 2, -0.3, 5, 1.1, -8, -3, -8
- COC(=O)c1cn(NC(=O)c2cccnc2)c(=O)c2ccccc12
  0.89, -6, 4, -1.2, -3, 1.1, -7, -2, 11
- Cc1ccc(-c2csc(NC(=O)c3ccc4c(=O)n5c(nc4c3)CCCCC5)n2)cc1
  1.3, 3, 0, 2.2, -1, 0.97, 5, 2, -32
- O=C(CN1CCC(NC(=O)c2cccc(F)c2)CC1)Nc1ccc(Br)cc1
  1, 3, -1, 0.7, 1, 0.97, -14, 0, -4
- CCc1ccc(N2CC(C(=O)NCCC3=CCCCC3)CC2=O)cc1 (configuration not stated)
  1.2, 0, -2, -1.1, -5, 1, -5, -2, -15
- COc1cc2c(cc1OC)CN(C(=O)c1ccc3[nH]c(C)c(C)c3c1)CC2
  1.1, -10, -2, 1.8, -6, 1.1, -15, -4, -11
- COc1ccc(/C=C2\CCC(C3CCCC3)C2=O)cc1Cn1nc(C)cc1C (configuration not stated)
  0.98, 9, -2, -1.2, -4, 0.91, 35, -3, 2
- Cc1ccc(C2(c3noc(CN4CCC(C(=O)N5CCOCC5)CC4)n3)CCCC2)cc1
  1, -3, 2, 0.9, -7, 1, -5, -1, 0
- Cc1oc2c(c(C)cc3oc(=O)c(CC(=O)NCCCN4CCCC4=O)c(C)c32)c1C
  1.1, 14, 0, 0.2, 8, 0.86, -29, 0, -8
- COc1ccc(OC)c(S(=O)(=O)NCC(=O)NC2CCCc3ccccc32)c1 (configuration not stated)
  0.99, 4, 2, -0.5, -11, 0.96, -8, -1, 1
- COc1ccc(CNC(=O)c2ccc3oc(C(C)C)nc3c2)cc1
  1.3, -3, -3, -0.2, -7, 1, -7, -3, -25
- O=C(CN1CCN(C(=O)C2CCCO2)CC1)Nc1ccc(Cl)c(Cl)c1 (configuration not stated)
  0.96, -5, -6, -0.9, -2, 1.1, -10, -2, 4
- Cc1ccc(S(=O)(=O)c2c(C(=O)c3ccccc3)cnc3cc4c(cc23)OCCO4)cc1
  0.82, 23, 0, 0.4, -8, 0.77, -2, -3, 18
- CC(C)(C)C1CCC2(CC1)C(Nc1cccc(C(F)(F)F)c1)=NC(=S)N2CC#N (configuration not stated)
  0.9, 17, -5, 24, -2, 0.83, -5, 4, 10
- CCn1ccnc1CNC(=O)CC1C(=O)NCCN1CC(c1ccccc1)c1ccccc1 (configuration not stated)
  1.3, 2, -1, 0.6, -5, 0.98, 10, -1, -34
- COc1ccc(CN2CCC(C(=O)N3CCN(c4ccccc4F)CC3)CC2)cc1OC
  1.2, -11, -4, 0.9, -5, 1.1, -1, -8, -22
- Cc1ncsc1CCOC(=O)c1ccc([N+](=O)[O-])cc1
  1, 4, 1, 0.1, 1, 0.96, 0, 1, -4
- O=C(CNc1cccc2ccccc12)N/N=C/c1ccc([N+](=O)[O-])cc1
  0.89, 20, 1, 13, -12, 0.8, -7, -3, 11
- COc1cccc(NC(=S)NCc2ccncc2)c1
  0.98, 1, 1, -1.2, -4, 0.99, 37, -2, 2
- COc1ccc(N(C(=O)c2cc3ccccc3oc2=O)C2C=CS(=O)(=O)C2)c(OC)c1 (configuration not stated)
  1, -4, -1, -0.4, -3, 1, -1, -1, -2
- Cc1ccc(/C(N)=N/OC(=O)CCC2CCCCC2)cc1
  0.98, 2, -2, -1.5, -12, 0.98, -2, -2, 2
- O=C(COc1ccc(Cl)cc1)NCCc1ccccn1
  0.88, 9, -2, -2.6, -2, 0.91, -2, 4, 12
- Cc1nn(C)cc1C(=O)Nc1c(C)nn(Cc2ccccc2Cl)c1C
  1.1, 5, 2, 0.6, -4, 0.95, -2, -3, -8
- O=C(CN1C(=O)NC2(CCc3ccccc32)C1=O)NCc1ccccc1Cl (configuration not stated)
  0.94, -6, -1, -0.6, -7, 1.1, -2, -3, 6
- COCCCNC(=O)CCc1ccccc1
  1.2, -3, -2, -0.4, -7, 1, -8, 1, -16
- CC(=O)Nc1ccc(S(=O)(=O)Nc2ccc3nc(C)sc3c2)cc1
  0.98, -6, -4, 59*, 0, 1.1, 2, -2, 2
- COc1cccc(C(NC(=O)c2ccccc2F)NC(=O)c2ccccc2F)c1
  0.85, 0, -2, 0.0, -3, 1, -11, 2, 15
- c1ccc(Cn2ncc3c(N4CCN(C(c5ccccc5)c5ccccc5)CC4)ncnc32)cc1
  1.1, -8, -3, 2.4, -7, 1.1, 2, -7, -11
- Cc1cccc(C(=O)OCC(=O)Nc2nccs2)c1
  1.1, 4, -3, 0.0, -4, 0.96, 8, -3, -7
- O=C(N(c1ccccn1)c1ccccn1)C12CC3CC(CC(Cl)(C3)C1)C2
  0.92, -4, -1, 1.8, -1, 1, -2, -1, 8
- CCc1ccc(C(=O)C(C)OC(=O)c2nn(C)c(=O)c3ccccc23)cc1 (configuration not stated)
  0.99, 0, -1, 5.0, 2, 1, -7, 1, 0
- COc1ccc(N(C(=O)c2snc(C(N)=O)c2N)C(C(=O)NCc2ccc(F)cc2)c2ccc(C)o2)c(OC)c1 (configuration not stated)
  0.93, -4, 0, 0.9, -5, 1, 2, -2, 8
- CSc1ccc(C(=O)C2CCCN(C(=O)Cn3cnnn3)C2)cc1 (configuration not stated)
  0.95, 1, 1, 1.9, -4, 0.99, 10, 1, 5
- COc1ccc(OCCCC(=O)OCC(=O)Nc2ccc(Cl)cn2)cc1
  0.91, 9, -1, -0.9, -14, 0.91, -3, -1, 9
- Cc1nc2ccccc2c(=O)n1NC(=O)c1ccccc1Cl
  0.78, -1, -3, -1.5, 1, 1, 4, 1, 22
- CC(CC(F)(F)F)N1CCC(n2nccc2NC(=O)CCOc2ccccc2)CC1 (configuration not stated)
  1.2, 1, -2, -0.3, -9, 0.99, 25, -5, -23
